DENV2 CPE – inhibitors of DENV2 cytopathic effect; CPE inhibition, % at 9.99 µM; AID 651640; DENV2-infected cells, cytopathic effect rescue, plate reader; hit rate 1.7% among 350,000; in the data active means CPE inhibition above about 20%, passing the limit was not always enough; inconclusive means no clear call, values can overlap the other calls; tested in BHK-21 cells;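 further: 0% = median of neutral control wells and 100% = median of positive control wells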
ERAP1 HTS inh – blocks human ERAP1 aminopeptidase activity | recombinant ERAP1, Leu-AMC fluorescence, 60 min | Q9NZ08 | inhibition, % at 10.7 µM | hit rate 0.15% among 340,000 | AID 652197;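 active means mean replicate inhibition of at least 30%, or all replicates individually reaching that 30% level; inactive means mean below 30% and not every replicate reaching it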;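 further: 0% = neutral control wells and 100% = L-leucinethiol positive control wells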
CFTR F508del cor – correctors of CFTR F508del function in bronchial epithelial cells | CFBE cells, YFP halide quenching; stimulated with forskolin plus potentiator P3; % fluorescence drop versus neutral controls | activity (quench increase), % at 7.58 µM | hit rate 0.36% among 350,000 | AID 720511;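 active means mean added fluorescence quench of at least 8% versus neutral control, with both replicates also reaching 8%; inconclusive means only one of the mean or replicate conditions met; inactive means mean below 8% and not both replicates reaching 8%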;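 further: cells transiently co-express mutant CFTR-F508del with the halide-sensitive YFP; corrector assay measuring rescue of mutant channel to the surface after 24 h compound exposure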
CASP6 VEID inh – caspase-6 (human) enzyme inhibition; P55212; hit rate 0.53% among 350,000; inhibition, % at 12.5 µM; purified caspase-6, Z-VEID-R110 cleavage fluorescence;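 active means mean inhibition across replicates at least about 35%, with every replicate also reaching that limit, limit read from the data; inconclusive means only one of the two criteria met; inactive means neither criterion met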;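 further: 0% = median of neutral control wells and 100% = no fluorescence left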
Target sequence (P55212 24-179 limits assumed): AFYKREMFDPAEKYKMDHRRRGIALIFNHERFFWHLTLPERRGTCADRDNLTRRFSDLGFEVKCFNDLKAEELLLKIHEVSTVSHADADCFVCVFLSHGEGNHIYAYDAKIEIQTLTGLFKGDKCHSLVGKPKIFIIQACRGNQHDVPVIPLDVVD
Target sequence (P55212 194-293 limits assumed): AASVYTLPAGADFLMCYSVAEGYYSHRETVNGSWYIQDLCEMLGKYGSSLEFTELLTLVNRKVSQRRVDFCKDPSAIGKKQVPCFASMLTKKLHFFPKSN
ERp5 block – blocks human ERp5 reductase activity on insulin. Q15084. ERp5 insulin aggregation, absorbance 650 nm, 90 min. inhibition, % at 9.99 µM. hit rate 0.05% among 350,000. AID 651711;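 active means mean replicate inhibition above about 25%, with every replicate also reaching it, limit read from the data, passing the limit was not always enough; inconclusive means only one of those two criteria met; inactive means neither criterion met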
Target sequence (Q15084 whole entry, looked up): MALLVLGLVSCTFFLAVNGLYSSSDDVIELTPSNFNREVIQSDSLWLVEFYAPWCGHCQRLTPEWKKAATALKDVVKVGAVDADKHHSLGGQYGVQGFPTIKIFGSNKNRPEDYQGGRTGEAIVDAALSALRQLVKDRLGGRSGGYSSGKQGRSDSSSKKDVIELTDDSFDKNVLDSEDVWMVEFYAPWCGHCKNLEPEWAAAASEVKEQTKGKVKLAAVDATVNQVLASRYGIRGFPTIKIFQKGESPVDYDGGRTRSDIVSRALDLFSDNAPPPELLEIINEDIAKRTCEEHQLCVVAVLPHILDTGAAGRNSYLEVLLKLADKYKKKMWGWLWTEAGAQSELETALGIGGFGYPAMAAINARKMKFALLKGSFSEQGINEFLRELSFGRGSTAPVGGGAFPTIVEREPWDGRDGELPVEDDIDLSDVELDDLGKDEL
SIRT5 inh – blocks human SIRT5 desuccinylation of peptide. Q9NXA8. Purified SirT5, succinyl-peptide AMC, trypsin-coupled fluorescence. AID 652115. hit rate 1.1% among 330,000. inhibition, % at 15 µM; in the data active means inhibition above about 15%; inconclusive means no clear call, values can overlap the other calls
Target sequence (Q9NXA8 whole entry, looked up): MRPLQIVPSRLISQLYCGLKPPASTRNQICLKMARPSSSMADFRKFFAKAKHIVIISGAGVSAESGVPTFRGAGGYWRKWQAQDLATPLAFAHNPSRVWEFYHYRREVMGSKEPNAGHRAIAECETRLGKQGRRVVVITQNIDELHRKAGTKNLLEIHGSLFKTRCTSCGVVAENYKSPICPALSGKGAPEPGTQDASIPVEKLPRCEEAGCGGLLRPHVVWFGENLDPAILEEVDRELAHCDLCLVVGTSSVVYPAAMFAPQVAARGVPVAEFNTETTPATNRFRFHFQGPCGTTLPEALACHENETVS
miR122 inh – miR-122 inhibition in Huh7 cells; activation (reporter increase), % at 12.5 µM; Huh7 miR-122 Renilla luciferase sensor, 48 h; neutral wells = 0, positive control = 100; AID 602342; hit rate 0.3% among 340,000;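 active means mean replicate activation score at least 90 and every replicate individually at or above 90; inconclusive means only one of the two criteria met; inactive means neither criterion met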;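 further: higher luciferase means less miR-122 activity so hits act as miR-122 inhibitors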
An asterisk follows results filed as active; ? = inconclusive; / = no result given; & = joins results of further samples; [ ] = another dose, or the depositor's remark.

SMILES	DENV2 CPE	ERAP1 HTS inh	CFTR F508del cor	CASP6 VEID inh	ERp5 block	SIRT5 inh	miR122 inh
C#CCn1c(=NC(=O)c2cccs2)sc2cccc(OC)c21	3	6	0.8	-2	2	1	-2
Cc1cccc(-c2ncc(S(=O)(=O)C(C)(C)C)c(N)n2)c1	7	-1	3.0	-5	-3	-5	/
C[C@H](CO)N1C[C@H](C)[C@H](CN(C)C(=O)NC2CCCCC2)Oc2ccc(NC(=O)Nc3ccc4c(c3)OCO4)cc2C1=O	2	1	-1.6	-1	1	7	9[16.7 µM]
COc1ccc2[nH]c3c(c2c1)CCNC3=O	-5	0	-1.6	-1	2	/	/
C[C@@H]1CCCCO[C@H](CN(C)S(=O)(=O)c2cccs2)[C@H](C)CN([C@@H](C)CO)C(=O)c2cc(NC(=O)c3ccccc3)ccc2O1	3	/	1.1	/	/	/	7[16.7 µM]
N#C[C@H]1[C@H](c2ccc(C3=CCCCC3)cc2)[C@@H](CO)N1C(=O)Cc1ccncc1	3	3	0.8	-2	-2	3	/
O=C(COC(=O)/C=C/c1cccc(Br)c1)NC1CC1	1	0	-5.0	-2	-2	-3	1
COc1ccc2nc(NC(=O)CS(=O)(=O)c3ccc(C)cc3)sc2c1	-1	-1	0.8	6	0	-3	-6
CCOc1ncccc1C(=O)OCC(=O)Nc1cc(S(=O)(=O)N2CCCCC2)ccc1Cl	8	-5	2.0	-1	-6	-8	/
O=C(COc1ccc([N+](=O)[O-])cc1)NCCc1nc2ccccc2[nH]1	-1	/	1.3	-3	5	1	-1
Cc1ccc(S(=O)(=O)CCC(=O)N(CCN2CCOCC2)c2nc3ccccc3s2)cc1	0	-3	0.3	-2	-8	-2	-3
OCC1(CCc2ccccc2)CCN(Cc2cc(F)ccc2-n2cccn2)CC1	19	-3	0.9	-1	0	0	4
COc1ccc(CCc2cc(OC)cc(=O)o2)cc1	-4	2	-3.1	-2	-3	0	-4
Cc1ccc2oc(=O)c(/C=C(\O)C(C)(C)C)nc2c1	-2	3	-5.3	0	1	-1	/
CO[C@H]1CN(C)C(=O)c2cc(NC(=O)C3CCCCC3)ccc2OC[C@H](C)N(C(=O)c2ccccc2)C[C@H]1C	-7	0	-1.8	-1	7	1	/
COc1cc(/C=N\NC(=O)c2ccc(-c3ccccc3)cc2)cc(Br)c1O	-1	-3	-7.7	0	2	1	/
C[C@@H]1CN([C@@H](C)CO)S(=O)(=O)c2ccc(C#C[C@@H](C)O)cc2O[C@@H]1CN(C)CC1CCOCC1	-2	/	-1.5	/	/	/	3[16.7 µM]
CN(c1cccc(NS(=O)(=O)c2ccccc2)c1)S(C)(=O)=O	-3	-5	0.3	0	-5	-4	/
COc1cc(C(=O)NNC(=O)C2CSC3(C)CCC(=O)N23)cc(OC)c1OC (configuration not stated)	2	0	-1.2	4	10	-2	2
CCOC(=O)N1CCN(C(=O)C[C@@H]2C[C@@]3(C(=O)OC)CC(C)(C)CC=C3N(CCc3ccc(OC)c(OC)c3)C2=O)CC1	2	-5	-5.0	1	-1	/	/
C[C@@H]1CN([C@H](C)CO)S(=O)(=O)c2ccc(-c3ccc(C(=O)N(C)C)cc3)cc2O[C@H]1CN(C)C(=O)Cc1ccccn1	-5&-5	-2&-4	2.3&-1.0&1.0	-1&2	3&-3	-3&13	-3
COc1ccc(C(=O)CSc2nnc(Cn3nnc4ccccc43)n2C)cc1	6	13	-4.3	5	1	2	1
COC(=O)[C@@]12CCCN1[C@H](c1ccc(-c3cccc(Cl)c3)cc1)[C@H]1C(=O)N(C)C(=O)[C@H]12	-15	-5	2.1	3	-3	1	-1
CC(C)(C)c1nnc(NC(=O)CS(=O)(=O)Cc2ccccc2)s1	5	12	-1.6	1	5	3	/
Cc1ccc(S(=O)(=O)Nc2ccc3c(c2)C(=O)N([C@@H](C)CO)C[C@H](C)[C@H](CN(C)S(=O)(=O)c2cccs2)OCCCC[C@@H](C)O3)cc1	-9	1	0.2	-1	-3	18*	-2[16.7 µM]
CCc1ccc(NC(=O)NCC2CCN(c3ccc(OC)cc3)C2)cc1 (configuration not stated)	3	-3	-0.7	-3	0	-3	-4
COc1ccc(NC(=O)Nc2ccc3c(c2)C(=O)N([C@H](C)CO)C[C@@H](C)[C@H](CN(C)S(=O)(=O)c2cn(C)cn2)OCCCC[C@H](C)O3)cc1	-1	/	-3.4	/	/	/	-1[16.7 µM]
C[C@H]1CN([C@@H](C)CO)C(=O)c2cc(NC(=O)Nc3ccc4c(c3)OCO4)ccc2O[C@H]1CN(C)S(=O)(=O)c1ccc(F)cc1	-8	0	2.9	3	-2	1	0[16.7 µM]
Cn1c(=O)c2c(nc3n2CCCN3CCc2ccccc2)n(C)c1=O	9	4	0.6	2	3	-1	/
CCOc1ccc(C(=O)NCC(=O)NCC(c2ccc(OC)cc2)N2CCCC2)cc1 (configuration not stated)	-4	0	4.3	-176	-3	-5	-4
COc1ccc2ccccc2c1CN1CCSCC1	4	-2	-0.1	-2	1	-5	4
C[C@@H]1CN([C@H](C)CO)S(=O)(=O)c2ccc(C#CC3CC3)cc2O[C@H]1CN(C)S(C)(=O)=O	9	0	-2.3	0	1	-1	13[16.7 µM]
CC(C)Oc1ccc(S(=O)(=O)N2CCCCC2)cc1NC(=O)C1=NN(c2ccccc2)C(=O)CC1	0	-1	-2.6	1	-8	-2	1
OC(c1cc(Cl)cc(Cl)c1)c1ncc(-c2cccc(F)c2)[nH]1 (configuration not stated)	3	5	-2.0	3	-4	0	55
CCCc1cc(=O)[nH]c2nnc(SCC(=O)NC3CCCC3)n12	2	6	-1.3	1	-4	0	-4
Cc1cccc(N2CCN(C(=O)c3cccc(S(=O)(=O)N4CCCCC4)c3)CC2)c1C	-2	0	0.5	-1	4	/	-6
O=C(O)C1C2CCC(CC2)C1C(=O)N1CCN(Cc2ccc(F)cc2)CC1 (configuration not stated)	?	3	3.7	-4	1	/	10
O=C(NC1CCN(S(=O)(=O)c2cccc([N+](=O)[O-])c2)CC1)C1CCCCC1	3	3	-0.9	4	2	/	/
Cc1cc(C)c(NC(=S)N(CCCN2CCN(C)CC2)Cc2cccs2)c(C)c1	-4	-3	-2.3	0	0	-2	0
CN(Cc1nccn1C)C(=O)C1CCC(=O)N(Cc2cccc(C(F)(F)F)c2)C1 (configuration not stated)	0	-3	0.1	2	-1	3	0

Six compounds drawn at random from those above:
SMILES	DENV2 CPE	ERAP1 HTS inh	CFTR F508del cor	CASP6 VEID inh	ERp5 block	SIRT5 inh	miR122 inh
C[C@@H]1CN([C@H](C)CO)S(=O)(=O)c2ccc(C#CC3CC3)cc2O[C@H]1CN(C)S(C)(=O)=O	9	0	-2.3	0	1	-1	13[16.7 µM]
CN(Cc1nccn1C)C(=O)C1CCC(=O)N(Cc2cccc(C(F)(F)F)c2)C1 (configuration not stated)	0	-3	0.1	2	-1	3	0
CCOc1ccc(C(=O)NCC(=O)NCC(c2ccc(OC)cc2)N2CCCC2)cc1 (configuration not stated)	-4	0	4.3	-176	-3	-5	-4
Cc1cc(C)c(NC(=S)N(CCCN2CCN(C)CC2)Cc2cccs2)c(C)c1	-4	-3	-2.3	0	0	-2	0
OC(c1cc(Cl)cc(Cl)c1)c1ncc(-c2cccc(F)c2)[nH]1 (configuration not stated)	3	5	-2.0	3	-4	0	55
Cc1ccc(S(=O)(=O)Nc2ccc3c(c2)C(=O)N([C@@H](C)CO)C[C@H](C)[C@H](CN(C)S(=O)(=O)c2cccs2)OCCCC[C@@H](C)O3)cc1	-9	1	0.2	-1	-3	18*	-2[16.7 µM]

More entries.
SMILES	DENV2 CPE	ERAP1 HTS inh	CFTR F508del cor	CASP6 VEID inh	ERp5 block	SIRT5 inh	miR122 inh
CC(=O)c1ccc(S(=O)(=O)Nc2cc3c(cc2C(C)=O)OCO3)cc1	2	-2	-0.4	-3	-1	-1	2
Cc1ccc(-n2nc(-c3ccccc3)cc2Nc2ccccc2N)cc1	0	0	-2.0	0	-5	-6	/
COc1ccccc1CNC(=O)COC(=O)c1cc(=O)c2ccccc2o1	-5	0	0.4	-2	-4	1	-4
O=C(N/C(=C/c1cccnc1)C(=O)N1CCCCCC1)c1ccccc1	7	2	1.9	4	-1	-10	/
O=C(NC[C@@H]1N[C@@H](CO)[C@H]1c1ccccc1)c1ccccc1F	/	/	2.5	/	-16	-1	67[16.7 µM]
COc1ccc(C(=O)N2CCN(C)C(C)C2)cc1OC1CCN(C(C)=O)CC1 (configuration not stated)	-9	3	-5.6	-3	2	1	1
CC(C)C#Cc1ccc([C@H]2[C@H](C#N)N(C(=O)CN(C)C)[C@H]2CO)cc1	-8	-4	-0.7	-10	7	1	/
C[C@H]1CN([C@@H](C)CO)S(=O)(=O)c2ccc(-c3ccc(C(=O)N(C)C)cc3)cc2O[C@H]1CN(C)C(=O)Cc1ccccn1	3	-4	-0.1	1	-3	1	4[16.7 µM]
CC(C)CC(=O)Nc1c2c(nn1-c1cccc(Cl)c1)CS(=O)(=O)C2	2	-3	3.0	2	1	-5	6
Cc1ccc(NC(=O)c2oc3ccccc3c2COC(C)C)cc1S(=O)(=O)N1CCOCC1	2	-3	2.3	1	4	0	-5
C=CCNc1oc(/C=C/c2ccccc2)nc1C#N	0	-28	0.1	1	-1	-103	-7
O=C(NC1CCCCC1)c1n[nH]c2c1CC(c1ccccc1)CC2 (configuration not stated)	/	-2	-1.7	-5	3	/	1
COc1ccc(N2CC(O)=C(c3nc(-c4ccc(F)cc4)cs3)C2=N)cc1OC	2	2	-2.4	-1	1	0	/
C[C@@H]1CN([C@H](C)CO)C(=O)c2cc(NC(=O)Nc3ccc(F)cc3)ccc2O[C@@H](C)CCCCO[C@@H]1CN(C)C(=O)c1ccccc1	4	-4	1.5	-2	-3	4	1[16.7 µM]
O=C(CC(NCCN1CCOCC1)C(=O)O)Nc1cccc(Cl)c1 (configuration not stated)	-7	/	-0.8	-2	6	-5	6
NS(=O)(=O)c1ccc(NC(=O)CSc2nc3c(cnn3-c3ccccn3)c(=O)[nH]2)cc1	-4	-1	-3.0	-1	9	2	-5
C[C@H]1CN([C@@H](C)CO)C(=O)c2cccc(NS(=O)(=O)c3cccs3)c2O[C@H]1CN(C)C(=O)Nc1ccc(C(F)(F)F)cc1	2	-1	-1.9	1	3	9	3[16.7 µM]
CCOC(=O)C1CCN(C(=O)Cc2c(F)cccc2Cl)CC1	3	2	-0.7	3	-8	-1	/
CCn1nc(C(=O)N2CCN(Cc3nc4ccccc4s3)CC2)c2ccccc2c1=O	-5	0	7.2	4	-6	6	/
C/C(=N\NC(=S)NCCc1ccccc1)c1ccc(O)cc1O	-5	-3	2.9	0	-1	0	0
Cc1cccc(S(=O)(=O)N2CCCc3ccccc32)c1	7	-3	1.2	5	-1	1	/
Cc1ccc(S(=O)(=O)Nc2ccc3c(c2)C(=O)N([C@@H](C)CO)C[C@H](C)[C@@H](CN(C)C(=O)Nc2ccc(C(F)(F)F)cc2)OCCCC[C@H](C)O3)cc1	5	3	2.2	1	1	17*	5[16.7 µM]
COc1ccc(NC(=O)Nc2cccc(Cl)c2Cl)c(OC)n1	-5	/	-1.4	1	2	-5	/
CCOC(=O)c1c(N)sc2c(OCC)c(Br)ccc12	-5	2	-2.6	0	1	1	/

Entries listed so far that have bromine:
SMILES	DENV2 CPE	ERAP1 HTS inh	CFTR F508del cor	CASP6 VEID inh	ERp5 block	SIRT5 inh	miR122 inh
O=C(COC(=O)/C=C/c1cccc(Br)c1)NC1CC1	1	0	-5.0	-2	-2	-3	1
COc1cc(/C=N\NC(=O)c2ccc(-c3ccccc3)cc2)cc(Br)c1O	-1	-3	-7.7	0	2	1	/
CCOC(=O)c1c(N)sc2c(OCC)c(Br)ccc12	-5	2	-2.6	0	1	1	/
